Compound activity deposited in PubChem BioAssay by National Center for Advancing Translational Sciences (NCATS).
HT1080 IDH1KD tx – qHTS for induction of synthetic lethality in tumor cells producing 2HG: qHTS for the HT-1080-IDH1KD cell line. HT-1080 IDH1 knockdown viability, ATP luminescence, 48 h. Potency, µM (doses to about 46.1 µM), for inactives: top-dose activity, negative = toxicity, most hits filed as cytotoxic. actives 2% (n = 360,000);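 further: potency means the concentration at half of the fitted maximal effect; 0% = DMSO wells and -100% = cell-free medium wells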
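Viability of IDH1-knockdown HT-1080 fibrosarcoma cells was assessed by CellTiter-Glo after 48 h at 37 °C with titrated compound; concentration-effect curves were classified by fit quality and response size.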
IL1B secr inh – qHTS for Inhibitors of Inflammasome Signaling: IL-1-beta AlphaLISA Primary Screen | actives 4.7% (n = 360,000) | activity change, % at 57.5 µM | THP-1 LPS/ATP IL-1B secretion, AlphaLISA, 16 h; hits give low values | AID 743279, 2014; in the data active means activity change below about -50%; inconclusive means mostly about -30% to -49%; further: on the % scale 0 is the no-effect control and ±100 the full control effect
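Secreted IL-1B measured by AlphaLISA bead assay after 16 h compound exposure of THP-1 cells; compounds (final up to 57.5 uM) added 1 h before LPS (250 ng/mL) and ATP (1.25 mM) stimulation; lower signal means less secretion.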
D3 antag – qHTS of D3 Dopamine Receptor Antagonist: qHTS; D3R cells, DiscoveRx beta-arrestin luminescence, antagonist mode; hits give low values; D(3) dopamine receptor (Homo sapiens), P35462; AID 652054, 2013; actives 2.5% (n = 360,000); max response, negative = inhibition, %; in the data active means max response below about -50%; inconclusive means no clear call, values can overlap the other calls; further: on the % scale 0 is the no-effect control and ±100 the full control effect; mostly tested at two doses, the higher about 12 µM
Target sequence (P35462 whole entry, looked up): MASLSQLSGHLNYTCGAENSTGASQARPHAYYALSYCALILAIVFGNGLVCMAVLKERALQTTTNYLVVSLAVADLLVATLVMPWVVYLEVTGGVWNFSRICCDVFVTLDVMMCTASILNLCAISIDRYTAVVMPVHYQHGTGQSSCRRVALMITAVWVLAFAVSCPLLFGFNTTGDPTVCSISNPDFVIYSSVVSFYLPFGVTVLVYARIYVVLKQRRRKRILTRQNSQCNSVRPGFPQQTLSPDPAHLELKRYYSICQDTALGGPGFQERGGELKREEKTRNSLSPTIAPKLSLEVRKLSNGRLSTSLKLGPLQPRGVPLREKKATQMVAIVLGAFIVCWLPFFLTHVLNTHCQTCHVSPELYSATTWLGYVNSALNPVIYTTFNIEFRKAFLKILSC
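Cells plated overnight at 1500 cells/well, then exposed to library compounds with dopamine controls for 90 minutes at 37 degrees C. DiscoveRx reagent added for 30–60 minutes at room temperature; luminescence read, quantitative HTS format.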
KB-V1 MDR tox – qHTS assay for MDR1-selective chemotherapeutics: Primary screen using the drug-selected MDR subline cells KB-V1; KB-V1 MDR cells viability, CellTiter-Glo, 72 h; Potency, µM (series often up to 46.1 µM), inactives show at the highest dose activity change, negative = cytotoxicity, usual class: cytotoxic; actives 3.4% (n = 400,000); further: potency means the concentration at half of the fitted maximal effect; on the % scale 0 is the no-effect control and ±100 the full control effect; nearly all actives have a fitted effect of over 60% in size
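KB-V1 MDR subline cells in DMEM (phenol-red free, 10% FBS) exposed to compounds in qHTS concentration series for 72 h at 37 degrees C. Viability read by CellTiter-Glo luminescence; concentration-effect curves fitted after normalization and correction.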
GLP-1R agonist – qHTS of GLP-1 Receptor Agonists | HEK293 GLP-1R CRE-luciferase, luminescence, 4-6 h; cells express a hypersensitive GLP-1R form | Potency, µM (highest dose often 45.6 µM), without a hit: at the top dose activation, hits mostly activators | actives 0.007% (n = 380,000) | AID 624172, 2012; further: potency means the concentration at half of the fitted maximal effect; % of control where 0% means no effect
Target sequence (P43220 whole entry, looked up): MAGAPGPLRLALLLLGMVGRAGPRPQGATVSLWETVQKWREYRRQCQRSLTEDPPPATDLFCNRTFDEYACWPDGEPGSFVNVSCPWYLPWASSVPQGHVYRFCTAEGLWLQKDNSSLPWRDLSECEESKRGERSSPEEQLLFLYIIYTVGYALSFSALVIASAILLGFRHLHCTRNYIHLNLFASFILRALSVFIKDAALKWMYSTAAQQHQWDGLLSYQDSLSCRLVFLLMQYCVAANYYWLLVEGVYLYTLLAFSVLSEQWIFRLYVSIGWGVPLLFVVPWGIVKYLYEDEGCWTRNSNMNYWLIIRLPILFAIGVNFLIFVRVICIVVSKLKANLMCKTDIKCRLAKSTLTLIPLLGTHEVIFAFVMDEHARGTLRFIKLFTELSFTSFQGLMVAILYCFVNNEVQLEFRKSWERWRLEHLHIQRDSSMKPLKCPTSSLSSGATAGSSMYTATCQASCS
KB-3-1 cytotox – qHTS assay for MDR1-selective chemotherapeutics: Primary screen using the parental adenocarcinoma cell KB-3-1; KB-3-1 viability, CellTiter-Glo ATP luminescence, 72 h; Potency, µM (doses to about 46.1 µM), for the others: at the highest dose activity change, negative = cytotoxic, most hits filed as cytotoxic; actives 1.4% (n = 400,000); further: potency means the concentration at half of the fitted maximal effect; on the % scale 0 is the no-effect control and ±100 the full control effect; nearly all actives have a fitted effect of over 60% in size
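72 h, 37 °C compound treatment of KB-3-1 parental cells; CellTiter-Glo added, 10 min, luminescence read. Data corrected against DMSO-only plates and normalized before curve fitting.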
HT1080NT lethal – qHTS for induction of synthetic lethality in tumor cells producing 2HG: qHTS for the HT-1080-NT fibrosarcoma cell line; HT-1080-NT fibrosarcoma viability, CellTiter-Glo ATP luminescence, 48 h; Potency, µM (series often up to 46.1 µM), without a hit: at the top dose activity, negative = less viability, actives largely listed as cytotoxic; actives 1.6% (n = 360,000); AID 686970, 2013;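 further: NT is the 2HG producing partner of a matched IDH1 knockdown line; potency means the concentration at half of the fitted maximal effect; 0% = DMSO-treated cells and -100% = media-only wells without cells; nearly all actives have a fitted effect of over 55% in size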
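Viability by CellTiter-Glo luminescence after 48 h compound exposure at 37C of HT-1080-NT cells (750/well, RPMI, 5% FBS). % activity scaled between DMSO wells and medium-only wells, then curve-fitted and categorized by curve class.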
DRD3 agonist – qHTS of D3 Dopamine Receptor Agonist: qHTS; actives 0.58% (n = 410,000); D3R DiscoveRx beta-arrestin cells, luminescence, 90 min; AID 652048, 2013; max activation, %; in the data active means max activation above about 30%; further: 0% is about no effect; mostly tested at two doses, the higher about 12 µM
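Agonist-mode cell screen: cells plated at 1500/well and incubated overnight at 37 °C, then exposed to library compounds for 90 min at 37 °C. Detection reagent was added for 30–60 min at room temperature, and luminescence was read.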
SW480 rereplic – A quantitative high throughput screen for small molecules that induce DNA re-replication in SW480 colon adenocarcinoma cells. SW480 DNA re-replication, Hoechst DNA content imaging, 48 h. Potency, µM (doses to about 46.1 µM), for the others: top-dose re-replication activation, hits mostly activators. actives 1.8% (n = 340,000); further: potency means the concentration at half of the fitted maximal effect; % of control where 0% means no effect; nearly all actives have a fitted effect of over 55% in size
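Hoechst fluorescence of nuclei (405 nm excitation, 500-530 nm emission) measured by plate-scanning imager after 48 hr compound exposure at 37 C; re-replication scored as increased number of nuclei with elevated intensity.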
Starred values were filed as active, the others as inactive; u = inconclusive; x = no result given; [ ] = dose if it differs, or a comment. Unless noted, the call rests on the fitted dose curve; in most records, active means well fitted curve in the direction sought with a large enough effect; inconclusive means small, poorly fitted or top-dose-only effect, or another doubt; inactive means no such curve, though single readings can be large; an effect the other way counts as inactive or inconclusive.

SMILES | HT1080 IDH1KD tx | IL1B secr inh | D3 antag | KB-V1 MDR tox | GLP-1R agonist | KB-3-1 cytotox | HT1080NT lethal | DRD3 agonist | SW480 rereplic
CC(=O)Oc1ccccc1Cn1c(C)c(C(=O)N(C)Cc2ccc(F)cc2)sc1=O | -17.5% | -8.9 | 3.1 | 18.4µM* | 7.9% | u | 2.2% | 2.0 | x
Cc1cccc(Cc2cccc(C)c2O)c1O | -15.3% | -15.5 | -21.9 | -9.1% | 7.7% | -2.6% | -16.0% | 2.4 | 1.2%
Cc1ccnc(NS(=O)(=O)c2ccc(NC(=O)c3ccccc3F)cc2)n1 | -1.9% | 0.5 | 1.6 | 1.1% | -0.8% | -5.7% | -0.1% | 2.2 | -4.0%
O=C(Nc1cccc(OC(F)(F)F)c1)c1ccc(Br)o1 | 3.8% | -11.3 | -21.1 | -15.3% | 16.0% | -13.5% | 0.4% | -2.5 | 1.4%
Cc1ccc(-c2cc(C(=O)Nc3ccc(S(=O)(=O)Nc4ncccn4)cc3)c3ccccc3n2)cc1 | -4.3% | 7.6 | u | 13.6% | -0.4% | -0.9% | -9.3% | 1.3 | -8.5%
CC1(C)Oc2ccc(C(=O)NNC(=O)Nc3ccccc3)cc2NC1=O | 0.5% | 14.3 | 6.0 | 15.6% | 2.7% | -1.9% | 0.8% | 0.4 | 13.6%
CCOC(=O)C(C)Sc1nnc2n1C(C)(C)Cc1ccccc1-2 (configuration not stated) | 0.2% | 0.0 | -16.0 | -13.4% | 8.6% | -0.4% | 15.2% | 6.7 | -36.5%[inhibitor]
COc1ccc(/C=N/Nc2nnc(Cc3ccc(OC)c(OC)c3)c(=O)[nH]2)cc1OC | u | 16.8 | 9.6 | 5.6% | 4.4% | 0.4% | u | 3.8 | x
Cc1cc(CNC(=O)[C@H](C)[C@@H]2C[C@@]2(C)[C@@H](NC(=O)OCc2ccccc2)c2ccccc2)nn1C | 0.0% | -9.6 | -14.8 | -8.2% | 8.6% | -6.0% | -0.9% | -11.0 | -7.0%
COc1ccc(NS(=O)(=O)c2cccc(NC(=O)C34CCC(CC3)C4)c2)cc1 | -23.1% | -2.9 | 19.3 | -13.3% | 19.1% | -12.1% | -18.5% | 12.4 | 1.8%
CCc1sc(C(=O)N(CCCOC)c2c(N)n(CC(C)C)c(=O)[nH]c2=O)cc1C | 9.8% | 8.8 | 14.3 | 29.8% | -12.8% | 14.7% | 11.6% | 5.3 | u
O=C(COC(=O)/C=C/c1cccc(F)c1)NC1CC1 | 10.0% | -1.5 | u | 2.2% | -3.5% | 4.9% | 11.6% | -3.9 | 0.3%
OCCC1CN(Cc2ccncc2)CCN1C1CCCC1 (configuration not stated) | 4.5% | 4.4 | -2.7 | 9.0% | 12.3% | 11.4% | -1.2% | -10.7 | -6.4%
O=C(NCC1CCCO1)c1cn(-c2ccccc2)nc1-c1ccccc1 (configuration not stated) | 1.8% | -2.8 | 7.9 | 0.8% | -2.9% | -18.6% | 1.7% | 1.9 | 0.0%
COc1ccc([C@H]2CC(=O)C=C(c3ccc4ncccc4c3)C2)cc1OC | -4.7% | u | 4.7 | -15.8% | u | 3.0% | -4.4% | 6.0 | 2.5%
CCOC(=O)C/C(C)=N/NC(=O)CN(c1ccc(Br)cc1)S(=O)(=O)c1ccccc1 | 1.1% | -12.3 | -10.2 | -7.6% | -13.0% | -1.6% | 6.5% | 3.6 | -65.8%[inhibitor]
CCc1nnc(NS(=O)(=O)c2ccc(Nc3ccc4nonc4c3[N+](=O)[O-])cc2)s1 | 0.0% | 8.0 | -15.4 | -0.6% | 0.2% | 12.4% | 6.3% | 15.2 | 0.6%
CC(=O)NCCC(=O)Nc1nc(-c2cccs2)c(-c2cccs2)s1 | -3.2% | 30.3 | -3.1 | 0.0% | 4.3% | 10.0% | 1.0% | 6.0 | -2.6%
CC1=C(C(=O)OC(C)C)C(C2CC=CCC2)NC(=O)N1 (configuration not stated) | -4.1% | -2.7 | -17.9 | u | -0.3% | 0.9% | -5.2% | -11.4 | 1.8%
CCCC(NS(=O)(=O)c1ccc(-c2ccc(=O)[nH]n2)s1)c1cccs1 (configuration not stated) | 8.2% | -16.2 | 9.2 | 14.6% | 19.8% | 15.2% | -29.0% | -9.1 | u

Compound profiles, from the list above.
Listed for CCOC(=O)C/C(C)=N/NC(=O)CN(c1ccc(Br)cc1)S(=O)(=O)c1ccccc1 : HT1080 IDH1KD tx = 1.1%; IL1B secr inh = -12.3; D3 antag = -10.2; KB-V1 MDR tox = -7.6%; GLP-1R agonist = -13.0%; KB-3-1 cytotox = -1.6%; HT1080NT lethal = 6.5%; DRD3 agonist = 3.6; SW480 rereplic = -65.8%[inhibitor]
Listed for O=C(NCC1CCCO1)c1cn(-c2ccccc2)nc1-c1ccccc1 (configuration not stated) : HT1080 IDH1KD tx = 1.8%; IL1B secr inh = -2.8; D3 antag = 7.9; KB-V1 MDR tox = 0.8%; GLP-1R agonist = -2.9%; KB-3-1 cytotox = -18.6%; HT1080NT lethal = 1.7%; DRD3 agonist = 1.9; SW480 rereplic = 0.0%

Next part
SMILES | HT1080 IDH1KD tx | IL1B secr inh | D3 antag | KB-V1 MDR tox | GLP-1R agonist | KB-3-1 cytotox | HT1080NT lethal | DRD3 agonist | SW480 rereplic
Cc1ccccc1NS(=O)(=O)c1ccc(C)c(C(=O)N2CCOCC2)c1 | 4.1% | 1.0 | 2.8 | x | -13.5% | x | 9.6% | -3.7 | -1.4%
Cc1cc(=O)oc2cc(OCC(=O)NCCN3CCOCC3)c(Cl)cc12 | 15.6% | -10.6 | 1.2 | -15.0% | 5.7% | -3.9% | 13.8% | 10.3 | -7.5%
Cc1c(N=Cc2cc3c(cc2[N+](=O)[O-])OCO3)cccc1[N+](=O)[O-] | -25.4% | 9.8 | -2.9 | 8.1% | -1.4% | -0.3% | -16.9% | 4.0 | -24.6%
O=C(COC(=O)/C=C/c1ccc([N+](=O)[O-])cc1)NC(c1ccccc1)c1ccccc1 | -13.2% | 3.2 | -7.7 | 15.1% | -3.4% | 12.0% | -13.7% | 2.5 | 20.4%
COc1cccc(NC(=O)C(Sc2nnc(-c3ccncc3)n2-c2ccc(Cl)cc2)c2ccccc2)c1 (configuration not stated) | u | -9.4 | 5.9 | u | 0.0% | -12.5% | u | -8.9 | 9.8%
Cc1cc(/C=C2\Sc3ccccc3N2C)cc(C)[n+]1CC1CCCO1 (configuration not stated) | u | -101.5* | -16.9 | 5.2% | 0.1% | 0.651µM* | 9.2µM* | -8.0 | 9.2µM*
CCC(c1nnnn1C1CCCC1)N1CCN(c2cccc(OC)c2)CC1 (configuration not stated) | 2.3% | -2.7 | -11.7 | -19.8% | 15.2% | -2.2% | 14.1% | -3.3 | 9.7%
Cc1cc(C)n(CCCNC(=O)CN(C)S(=O)(=O)c2ccc(Cl)cc2)n1 | -0.4% | -8.8 | -7.4 | u | -0.2% | -0.9% | -2.4% | 0.8 | -0.3%
O=C(Nc1ccc2c(c1)CCC2)c1cc(S(=O)(=O)Nc2ccc(F)cc2)c(Cl)cc1Cl | u | -4.6 | -14.1 | 18.4µM* | -18.5% | u | u | 13.0 | 13.5%
O=C(Nc1ccccc1)c1cccc(Cn2cc(C(F)(F)F)ccc2=O)c1 | -5.7% | -4.5 | -25.3 | -15.0% | 4.9% | 2.2% | 2.8% | -26.2 | -10.2%
CNC(=S)N/N=C(\C)c1ccc(C(C)(C)C)cc1 | -2.6% | -13.1 | -25.5 | -15.3% | 8.1% | 6.9% | -1.2% | 14.7 | -4.9%
O=C(OCCN1C(=O)c2ccccc2C1=O)c1cnccn1 | 12.7% | -3.5 | 3.2 | 8.9% | 1.2% | 1.4% | 17.6% | 3.1 | -7.0%
COc1ccc(OC)c(C(c2nnnn2CC2CCCO2)N2CCN(C3CCCC3)CC2)c1 (configuration not stated) | -23.3% | -13.3 | -0.5 | 0.0% | -1.1% | u | -15.0% | -22.5 | u
CCCOc1ccc(-c2nc(C#N)c(N3CCC(C(N)=O)CC3)o2)cc1 | u | u | 17.6 | 23.1µM* | 1.5% | 0.5% | u | 6.6 | -1.0%
CC(C)NS(=O)(=O)c1ccc(Oc2ncc(C(F)(F)F)cc2Cl)cc1 | -1.9% | -2.5 | 5.3 | -22.7% | 8.4% | u | -2.4% | 2.1 | -1.5%
CCn1c(-c2cc(OC)c(OC)c(OC)c2)n[nH]c1=S | 7.1% | 5.6 | -21.4 | 10.3µM* | 2.1% | -25.5% | 9.0% | 1.3 | 4.1%
Cc1onc(-c2ccccc2Cl)c1C(=O)NNC(=O)c1cccc(F)c1 | 1.4% | -2.1 | -12.8 | -15.8% | 5.5% | -10.5% | 5.9% | -8.0 | -1.1%
NNC(=S)Nc1c(Br)cc(F)cc1Br | 0.3% | -7.7 | -3.8 | 19.5% | 0.7% | 1.2% | -7.2% | -2.9 | -3.5%
CC(C)(C)NC(=O)C(c1cc2ccccc2o1)n1c(=O)c(-c2ccco2)nc2ccccc21 (configuration not stated) | 6.6% | -3.4 | -23.6 | -19.3% | x | 3.0% | 7.8% | -7.3 | x
Clc1ccc(CNc2nc(N3CCOCC3)nc(N3CCOCC3)n2)cc1 | -10.2% | -4.7 | -15.2 | -13.6% | 4.6% | 11.1% | -3.4% | -5.0 | 0.6%
Cc1nn(Cc2cccc(C(=O)NN)c2)c(C)c1Cl | -13.3% | 18.9 | -24.3 | 11.4% | 5.8% | 6.1% | -16.5% | 2.3 | -15.9%
O=C(CSc1nnc(CNC(=O)c2ccco2)o1)Nc1ccccc1F | 0.9% | 9.2 | 8.9 | u | -0.4% | -0.9% | -4.4% | 4.2 | -1.8%
